Bioassay records deposited in PubChem BioAssay by National Center for Advancing Translational Sciences (NCATS).
IMPase Li cell: IMPase inhibition in cells with lithium potentiation. CHO-M1 cells, IP1 TR-FRET (IP-One), carbachol + lithium. Potency, µM (highest dose often 59.4 µM), for the others: at the highest dose activity, negative = IMPase inhibition, hits mostly inhibitors. actives 0.35% (n = 210,000);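 further: IP1 builds up when IMPase is blocked and the TR-FRET signal falls; plate controls were basal vehicle for no effect and high inhibitor control for full effect; nearly all actives have a fitted effect of over 50% in size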
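CHO-M1, 2000 cells/well, 16–30 h culture; cpd + low Li+, 30 min 37C; lysis with d2-IP1/Eu-anti-IP1 Ab, 10 min RT; TR-FRET 665/620 ratio and 620 channel; AC50 via Hill.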
HTT aggregate: inhibitors of mutant huntingtin aggregate formation in PC12 cells; PC12 HttQ103-GFP aggregates, Acumen cytometry, 40 h; Potency, µM (series often up to 46.1 µM), inactives show top-dose activity change, negative = inhibition, most hits filed as inhibitors; actives 1.1% (n = 220,000); AID 1688; further: on the % scale 0 is the no-effect control and ±100 the full control effect; nearly all actives have a fitted effect of over 60% in size
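Multiplexed with ATP-based cell death, this channel scores GFP aggregates in PC12 cells expressing inducible HTTex1-Q103-GFP. Induction used 100 nM tebufenozide; compounds were tested in concentration series.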
GoLoco inh red: blocks human Gai1 binding to RGS12 GoLoco peptide, red readout | P63096 | Gai1:RGS12 GoLoco peptide FP, rhodamine, 10 min | Potency, µM (series often up to 61.6 µM), for the others: at the highest dose activity, negative = inhibition, hits mostly inhibitors | actives 0.44% (n = 230,000); active means well fitted inhibition curve with a large enough effect, not every such curve was filed as active; inactive means no such curve, though single readings can be large or run the other way; further: on the % scale 0 is the no-effect control and ±100 the full control effect; nearly all actives have a fitted effect of over 30% in size; many of its hits are not listed in these tables
Target sequence (P63096 whole entry, looked up): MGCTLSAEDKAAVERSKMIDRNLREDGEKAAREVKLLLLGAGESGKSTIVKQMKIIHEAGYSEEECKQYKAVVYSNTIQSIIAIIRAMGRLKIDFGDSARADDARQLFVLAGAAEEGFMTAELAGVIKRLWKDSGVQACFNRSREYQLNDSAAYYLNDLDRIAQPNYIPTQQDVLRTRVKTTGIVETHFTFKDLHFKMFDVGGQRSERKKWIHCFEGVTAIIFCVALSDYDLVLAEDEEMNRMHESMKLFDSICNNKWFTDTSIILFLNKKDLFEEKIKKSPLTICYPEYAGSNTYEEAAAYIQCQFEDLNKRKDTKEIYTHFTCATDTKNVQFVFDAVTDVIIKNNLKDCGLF
GAA inhib: blocks human lysosomal alpha-glucosidase; P10253; purified human GAA, 4-MU-alpha-glucoside fluorescence; Potency, µM (series often up to 76.9 µM), for the others: at the highest dose activity change, negative = inhibition, hits mostly inhibitors; actives 0.005% (n = 200,000);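 further: plate controls were uninhibited enzyme wells for no effect and no-enzyme background for full effect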
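Fluorogenic assay: 4 nM human alpha-glucosidase with 400 uM 4-methylumbelliferyl-alpha-D-pyranoside in 50 mM citrate/phosphate, 0.005% Tween-20, pH 5.0, 20 min at room temperature. Compounds tested up to 77 uM; AC50 from Hill fits.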
GAA spleen mod: inhibits or activates alpha-glucosidase in human spleen homogenate; human spleen homogenate, 4-MU-alpha-glucoside fluorescence; Potency, µM (series often up to 79.9 µM), without a hit: at the highest dose activity change, negative = inhibition, hits mostly inhibitors; actives 0.006% (n = 240,000);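 further: 0% = enzyme with vehicle and -100% = no enzyme basal signal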
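Human spleen homogenate (1 ug) incubated with compounds and 1 mM 4-methylumbelliferyl-alpha-D-glucopyranoside in pH 5.0 citrate/phosphate buffer, 37 C, 40 min. Stopped at pH 10; 4-MU fluorescence (Ex 365/Em 440 nm); AC50 by Hill fit.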
HTT cytoprotect: protects HTT-Q103 PC12 cells, measured by ATP; Potency, µM (doses to about 56.4 µM), for the others: cytoprotection (ATP increase), hits mostly activators; PC12 HTT-Q103 induced, cytoprotection, ATP luminescence, 40 h; actives 0.14% (n = 230,000);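 further: % of control where 0% means no effect; nearly all actives have a fitted effect of over 45% in size; toxic huntingtin expression switched on by the ecdysone agonist tebufenozide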
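Quantitative HTS on tebufenozide-induced (100 nM) PC12 cells expressing HTTQ103 exon 1–GFP; compounds tested as a concentration series; survival measured via cellular ATP.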
GAA glycogen: GAA glycogen-cleavage inhibition or activation. P10253. recombinant GAA, glycogen substrate, Amplex Red glucose oxidase fluorescence. Potency, µM (titrated, usually from 76.4 µM), without a hit: at the top dose activity change, negative = inhibition, usual class: inhibitors. actives 0.38% (n = 300,000). AID 2100;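 further: 0% = full enzyme reaction and -100% = no-enzyme basal signal; the screen sought inhibitors and activators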
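Natural-substrate format: glycogen cleavage by 4 nM human enzyme, glucose read by Amplex Red coupling (Ex 573, Em 610 nm). Normalized to enzyme and no-enzyme controls.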
Starred values were filed as active, the others as inactive; u = inconclusive; x = no result given; & = joins results of further samples; [ ] = remark or other dose. Unless noted, the call rests on the fitted dose curve; in most records, active means well fitted curve in the direction sought with a large enough effect; inconclusive means small, poorly fitted or top-dose-only effect, or another doubt; inactive means no such curve, though single readings can be large; an effect the other way counts as inactive or inconclusive. Potency means the concentration at half of the fitted maximal effect. These rows are one share of the data; count on the stated rates, not on these rows.

compound,IMPase Li cell,HTT aggregate,GoLoco inh red,GAA inhib,GAA spleen mod,HTT cytoprotect,GAA glycogen
Cc1cc(C)cc(NC(=O)Nc2ccc(-n3ccc(C(F)(F)F)n3)cc2)c1,x,2%[9.22 µM],4%,x,-7%,-4%[10 µM],5%
Cn1c(=O)c2c(nc(SCC(=O)N3c4ccccc4CCc4ccccc43)n2C)n(C)c1=O,4%[38.3 µM],1%,6%,14%,-3%,-3%[10 µM],11%
CCOC(=O)CSc1nn(C)c(=S)s1,-7%[38.3 µM],-8%,-3%,0%,-15%,14%[10 µM],2%
O=c1c2ccccc2nc(-c2ccccc2Cl)n1O,6%,3%,9%,-1%,1%,23%[10 µM],-6%
CSCC[C@@H](N)C(=O)O,-16%,x,8%,x,-1%,-18%,x
O=C(COC(=O)c1ccc(S(=O)(=O)NCc2ccco2)cc1)Nc1ccc(OC(F)F)cc1,2%[38.3 µM],16%,18%,-6%,-4%,2%,11%
O=C(Cn1ncc(Cl)c(Cl)c1=O)N1CCc2ccccc21,u,u,26%,-7%,1%,-162%[inhibitor],-65%
COc1ccc(/C=C/C(=O)NCCc2nc3ccccc3[nH]2)cc1,x,19%[9.22 µM],1%,x,-3%,2%[10 µM],8%
C=CCn1c(SCC(=O)C(C)(C)C)nnc1-c1cccs1,-6%[38.3 µM],2%,-2%,1%,7%,-38%,1%
Cc1ccc(CNC(=O)COC(=O)c2cnc(C)cn2)cc1,-10%,10%,3%,8%,1%,3%,2%
O=c1c(Br)c(N2CCOCC2)cnn1-c1ccccc1,-2%,3%,-1%,-2%,-2%,-33%[inhibitor],-6%
CC(=O)C1=NOC(CNC(=O)c2c(-c3ccccc3Cl)noc2C)C1 (centres undefined),1%[38.3 µM],6%,-5%,-31%,-2%,1%,0%
CCCn1c(C)cc(/C=C(\C#N)C(=O)OCC(=O)Nc2ccc(OC)c(Cl)c2)c1C,x,u,x,15%,-6%,1%[10 µM],12%
CC(NC(=O)C(Cc1ccccc1)NC(=O)c1ccccc1)C(=O)O (centres undefined),-11%[38.3 µM],4%,5%,1%,-4%,-9%,9%
O=C(NCCc1ccc(Cl)cc1)C1CCN(S(=O)(=O)c2cccc3nonc23)CC1,-12%[38.3 µM],8%[9.22 µM],41%[activator],8%,1%,-5%,20%
CCOC(=O)c1cccnc1SCC(=O)NCc1ccccc1,37%[38.3 µM],9%,14%,-13%,0%,-3%,-7%
O=C(OCC1CCCN2CCCCC12)c1ccc2c(c1)OCO2 (centres undefined),6%[38.3 µM],-2%,5%,-2%[15.4 µM],-10%,-2%[10 µM],-14%
O=C(NC(=S)NCc1ccccc1)C1CCCCC1,7%[38.3 µM],15%,1%,-5%,-1%,-32%,-14%
COc1cc(OC)c(C2SCCS2)c(OC)c1,12%,-7%,6%,0%,-3%,x,9%
COc1ccc(C(=O)O/N=C(/c2ccccc2)c2ccncc2)cc1OC,0%,-5%,5%,-1%,6%,1%,-9%
O=C(Nc1ccccc1C(=O)O)c1ccc(Br)c(S(=O)(=O)NCc2ccccc2)c1,0%,14%[9.22 µM],20%,9%,4%,11%[10 µM],-16%
CCn1c(=O)cc(OCC(=O)NCCCN2CC(C)CC(C)C2)c2ccccc21 (centres undefined),35%[38.3 µM],24%,0%,-3%,-6%,1%,2%
COc1ccccc1CNC(=O)CCCOc1cc(=O)n(C)c2ccccc12,-7%[38.3 µM],u,1%,2%,-6%,-1%,0%
CCCc1cc(N2CCCC2)n2nc(C)c(-c3ccccc3)c2n1,11%,u,-2%,-9%,0%,-9%[0.074 µM],-20%
COc1ccc(NC(=O)c2c(Cl)cnn2C)c(C)c1,-3%,-6%[9.22 µM],6%,x,-1%,-6%[10 µM],11%
CC1CCC2(CC1)NC(=O)N(CC(=O)Nc1ccccc1-c1ccccc1)C2=O (centres undefined),1%,17%,-2%,u,-2%,-4%,7%
O=C(NN1CCOCC1)c1ccc(S(=O)(=O)N2CCCCC2)cc1,-8%,13%,0%,-1%,3%,-6%[10 µM],14%
CCCCn1nc(C(=O)O)ccc1=O,-10%[38.3 µM],4%,3%,-3%,-2%,7%,3%
CC(=O)Nc1ccc(S(=O)(=O)NC(CC(=O)NCCc2ccccc2)C(C)C)cc1 (centres undefined),42%[activator][38.3 µM],9%,1%,-12%,-10%,-11%,-3%
C=CCc1c(OC(C)=O)c2ccccc2n(C)c1=O,-3%,9%,-9%,2%,-2%,10%[10 µM],-6%
CCCCOc1ccc(C(=O)NC(=S)Nc2ccc(CN3CCOCC3)cc2)cc1,-2%,11%,5%,-5%,1%,x,-9%
Cc1oc(-c2cccc(Cl)c2)nc1CSc1nc2c(c(=O)[nH]1)CCC2,-3%,3%,-22%,4%,0%,x,-2%
COc1cc(O)c(C(CCN2CCN(c3ccccc3)CC2)c2ccc3c(c2)OCO3)c(OC)c1 (centres undefined),x,7%[9.22 µM],-9%,x,-5%&-3%,-5%[10 µM],0%
Cc1ccc(C(=O)CSc2ncn[nH]2)cc1,7%[38.3 µM],-4%,-5%,-6%,-3%,2%,-2%
CCN1CCCC1CNC(=O)CN1C(=O)COc2ccc(C)cc21 (centres undefined),38%[activator][38.3 µM],-23%,-3%,4%,0%,-4%[10 µM],-5%
COc1ccc(N2CCN(C(c3ccccc3OC)c3nnnn3Cc3ccco3)CC2)cc1 (centres undefined),39%[38.3 µM],9%,-4%,8%,-16%,10%,-4%
CC(=O)c1c(C)nc(-c2ccccc2)nc1NC(=O)C(C)C,-27%[38.3 µM],-3%,-12%,-4%,-8%,-4%,1%
CC1Cc2ccccc2N1c1ncnc(N)c1[N+](=O)[O-] (centres undefined),2%,0.89µM*,7%,6%,2%,u,2%
O=C(Nc1ccccc1OC(F)(F)F)c1ccc([N+](=O)[O-])cc1,9%,7%[9.22 µM],1%,-5%,-12%,-2%[10 µM],-16%
CCOc1ccccc1NC(=O)CSc1nnc(-c2ccccc2Cl)n1Cc1ccco1,35%[38.3 µM],u,9%,-1%,-8%,-2%,5%
CC(C)C1Oc2ccccc2N(CC(=O)N(Cc2ccccn2)CC2CCCO2)C1=O (centres undefined),-4%[38.3 µM],4%,0%,-6%,-23%,-7%,4%
CCOC(=O)C1(Cc2ccc(O)cc2)NC(c2ccccc2F)C2C(=O)N(C)C(=O)C21 (centres undefined),-6%[38.3 µM],-24%,-1%,-5%,-5%,6%[10 µM],4%
Cc1ccc(C)n1NC(=O)c1ccc(O)cc1,35%[activator][38.3 µM],7%,19%,-7%,-3%,4%,x
CCOc1ccc(/C=C2/C(=N)N3OC(C)=CC3=NC2=O)cc1OC,u,-9%,8%,2%,1%,-14%,5%
CCOC(=O)C1C(=O)CC(C)(O)C(C(=O)OCC)C1/C=C/c1ccccc1 (centres undefined),21%[38.3 µM],u,9%,-3%,-11%,-1%,2%

Limited to GoLoco inh red (2 entries from above):
Compound | GoLoco inh red
CCOc1ccccc1NC(=O)CSc1nnc(-c2ccccc2Cl)n1Cc1ccco1 | 9%
CC(C)C1Oc2ccccc2N(CC(=O)N(Cc2ccccn2)CC2CCCO2)C1=O (centres undefined) | 0%

Later entries
compound,IMPase Li cell,HTT aggregate,GoLoco inh red,GAA inhib,GAA spleen mod,HTT cytoprotect,GAA glycogen
COc1ccc2[nH]cc(CCNc3ncnc4ccc(-c5ccccc5OC)cc34)c2c1,-2%,x,-1%,x,-6%,-249%[inhibitor],x
Cc1ccc(OCC(=O)Nc2ccc(CN3CCCCC3)cc2)c(C)c1,19%,x,27%,1%,2%,x,8%
CS(=O)(=O)c1nc(-c2ccccc2)cc(C(F)(F)F)n1,19%,4.5µM*,-10%,0%,5%,u,6%
COC(=O)c1ccc(CSc2nc3ccccc3o2)cc1,32%[activator][38.3 µM],-4%,1%,-6%,-1%,-17%,-23%
O=C(O)/C(=C\c1ccc(Br)cc1)c1ccc(S(=O)(=O)N2CCCCC2)s1,3%,u,4%,-4%,7%,3%[10 µM],-7%
O=C(CCN1CCOCC1)c1ccc2c(c1)OCCO2,1%,u,-5%,1%,-6%,13%[10 µM],-13%
O=c1[nH]c(CN2CCN(c3ccccn3)CC2)nc2c(Br)cc(Br)cc12,x,14%[9.22 µM],8%,x,3%,14%[10 µM],1%
Cc1cc(C)nc(N2N=C(C(C)(C)C)CC2=O)n1,25%[38.3 µM],-26%,12%,3%,0%,-2%,-12%
O=c1[nH]c2ccc([N+](=O)[O-])cc2nc1/C=C(\O)c1ccccc1,x,-9%[9.22 µM],-6%,x,0%,-5%[10 µM],3%
CSc1ncccc1C(=O)OCC(=O)c1cc(C)n(CC2CCCO2)c1C (centres undefined),x,-10%[9.22 µM],18%,-2%[15.4 µM],0%,-22%[10 µM],1%
O=C(COc1ccc(S(=O)(=O)NC2CCCCC2)cc1Cl)NCc1cccnc1,23%[38.3 µM],1%,-4%,-2%,-5%,-18%[0.074 µM],1%
C[N+](C)(N)Cc1nc(-c2ccc(Cl)cc2)no1,8%,x,2%[14.2 µM],x,x,-4%[10 µM],x
CCOC(=O)CNC(=O)c1cc(-c2ccc3c(c2)OCCO3)oc1C,-1%[38.3 µM],-4%,8%,-1%,3%,-9%,-4%
O=C(O)CSc1nnc(CNc2ccc(F)cc2)n1-c1ccccc1,x,-10%[9.22 µM],4%,x,2%,5%[10 µM],-5%
COc1ccc(C2N(c3ccc(F)cc3)C(=O)C3CCCN32)cc1 (centres undefined),8%[38.3 µM],-7%,28%,-11%,1%,-11%,3%
O=C(O)c1cccc(-n2cccc2/C=C2/NC(=O)N(Cc3ccccc3F)C2=O)c1,6%,27%,2%,-10%,-4%,x,10%
